From PubChem BioAssay
rCAG RNA binder: molecules binding r(CAG) RNA repeats. r(CAG) RNA repeat, TO-PRO-1 dye displacement fluorescence. inhibition, % at 3 µM. 370,000 compounds, 1.3% hits. AID 651821;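 active = inhibition above the plate cutoff, the mean of all test compounds on that plate plus 3 SD, cut at about 35% in these data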;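 note: 0% = DMSO alone and 100% = 100 µM mitoxantrone as full dye displacement; higher means more dye released from RNA so lower well fluorescence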
mABHD4 FP: inhibits mouse alpha/beta hydrolase domain 4 | inhibition, % at 8.92 µM | 370,000 compounds, 0.54% hits | purified mABHD4, FP-Rh probe fluorescence polarization;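 active = inhibition exceeding the mean over every tested compound plus 3 SD, cut at about 30% in these data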;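 note: 0% = plate median of compound wells and 100% = S159A mutant with DMSO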
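System: mouse ABHD4 enzyme, wild type / Medium: HEPES pH 7.0, NaCl, Pluronic buffer / Reagent: FP-Rh activity-based fluorescent probe / Control set: S159A mutant high control, sample median low control / Detection: fluorescence polarization with parallel and perpendicular emission, 525/598 nm / Schedule: 45 min + 60 min at 25 °C / Compound dosing: 8.92 µM, single dose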
UHRF1 MBD2 ctr: human UHRF1 methylated DNA binding inhibitors; Q96T88; UHRF1 binding to methylated oligo, TR-FRET; inhibition, % at 4.4 µM; 370,000 compounds, 0.75% hits; AID 687016; in the data active = inhibition above about 21%;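 note: UHRF1 SRA domain binding a hemimethylated CpG hairpin DNA probe; 0% = median of test compound wells and 100% = reference inhibitor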
GC-A act: GC-A (human) enzyme activation | HEK293 GC-A cells, cGMP TR-FRET, EC30 ANP; 0% at EC30 ANP, 100% saturating ANP | P16066 | AID 1671463 | activation, % at 10 µM | 370,000 compounds, 0.14% hits; in the data active = activation above about 40%
TCR-CD3 inh: human TCR-CD3 binding inhibition; TAMRA-labeled TCR probe fluorescence, biochemical; inhibition, % at 9.4 µM; 360,000 compounds, 0.37% hits; AID 651800; in the data active = inhibition above about 19%;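 note: recombinant mutant TCR 2C K166C tagged with TAMRA read by polarization; 0% = receptor in buffer alone and 100% = receptor with positive control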
GC-B act: GC-B (human) receptor activation. P20594. HEK293-GC-B cells, CNP EC30, cGMP TR-FRET; 0% at EC30 CNP, 100% saturating CNP. activation, % at 10 µM. 370,000 compounds, 0.11% hits;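 active = activation at 10 µM reaching about 35% in either raw or pattern-adjusted values, limit read from the data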
Target sequence (P20594 whole entry, looked up): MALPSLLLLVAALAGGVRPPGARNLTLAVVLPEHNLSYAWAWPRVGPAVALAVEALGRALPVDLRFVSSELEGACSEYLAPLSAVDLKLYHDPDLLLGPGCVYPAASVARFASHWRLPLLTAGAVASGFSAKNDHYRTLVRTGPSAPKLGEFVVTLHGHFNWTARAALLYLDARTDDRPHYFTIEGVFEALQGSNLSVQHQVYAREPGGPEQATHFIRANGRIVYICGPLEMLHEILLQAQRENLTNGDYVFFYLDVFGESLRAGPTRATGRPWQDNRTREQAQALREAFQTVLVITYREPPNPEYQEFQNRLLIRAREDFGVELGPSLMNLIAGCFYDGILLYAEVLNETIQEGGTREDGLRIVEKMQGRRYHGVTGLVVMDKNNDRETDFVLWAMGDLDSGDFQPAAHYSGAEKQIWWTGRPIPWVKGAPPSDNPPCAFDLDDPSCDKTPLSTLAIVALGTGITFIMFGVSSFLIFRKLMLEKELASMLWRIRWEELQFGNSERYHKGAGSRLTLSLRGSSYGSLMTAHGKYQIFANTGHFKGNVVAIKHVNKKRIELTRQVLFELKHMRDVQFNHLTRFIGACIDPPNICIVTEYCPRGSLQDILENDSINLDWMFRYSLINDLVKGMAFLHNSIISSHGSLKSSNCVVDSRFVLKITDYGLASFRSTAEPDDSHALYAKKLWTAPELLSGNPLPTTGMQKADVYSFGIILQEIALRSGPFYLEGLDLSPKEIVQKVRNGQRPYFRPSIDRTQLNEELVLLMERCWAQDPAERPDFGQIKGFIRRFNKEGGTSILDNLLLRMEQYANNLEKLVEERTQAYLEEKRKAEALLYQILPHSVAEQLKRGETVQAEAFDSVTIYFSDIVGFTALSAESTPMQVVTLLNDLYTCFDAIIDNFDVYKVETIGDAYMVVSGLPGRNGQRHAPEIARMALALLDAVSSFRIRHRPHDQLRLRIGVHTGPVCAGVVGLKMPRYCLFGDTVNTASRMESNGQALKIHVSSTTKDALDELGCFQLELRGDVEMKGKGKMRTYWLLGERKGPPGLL
MBD2 inh: MBD2-methylated oligo binding inhibition | 370,000 compounds, 0.31% hits | TR-FRET, MBD2 binding to methylated oligonucleotide | AID 686964 | inhibition, % at 4.4 µM | Q9UBB5; in the data active = inhibition above about 13%
PRMT1 FP inh: inhibitors of human PRMT1; Q99873; recombinant PRMT1, activity-based probe fluorescence polarization; inhibition, % at 2.79 µM; 370,000 compounds, 1.3% hits; AID 652257;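 active = inhibition above about 21% made by adding two undisclosed values, limit read from the data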
HTRA1 inhibitor: blocks human HTRA1 serine peptidase; 340,000 compounds, 0.5% hits; inhibition, % at 5.96 µM; Q92743; recombinant HTRA1, FP-rhodamine activity-based probe, fluorescence polarization; in the data active = inhibition above about 36%;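 note: 0% = enzyme with DMSO and 100% = wells lacking enzyme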
SIAE inh: inhibitors of human sialic acid acetylesterase SIAE; Q9HAT2; 370,000 compounds, 0.69% hits; inhibition, % at 9.66 µM; SIAE FP-Rh probe binding, fluorescence polarization;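 active = inhibition above a cutoff: mean of compounds within the control limits plus 3 SD of those, cut at about 17% in these data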;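 note: 0% = plate median of compound wells and 100% = probe without SIAE protein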
* = called active by the depositor; / = no result given. A portion of the library. The share of hits here may be higher or lower than overall.

SMILES | rCAG RNA binder | mABHD4 FP | UHRF1 MBD2 ctr | GC-A act | TCR-CD3 inh | GC-B act | MBD2 inh | PRMT1 FP inh | HTRA1 inhibitor | SIAE inh
COc1ccc(-n2c(SCC(=O)Nc3ccccc3)nc3c(c2=O)SCC3)cc1 | 5 | 3 | -2 | -2 | -4 | 7 | -1 | 0 | -6 | 4
COc1cc(/C=N/N2CCN(C3c4ccccc4-c4ccccc43)CC2)cc(OC)c1OC | 2 | -1 | 1 | -3 | 0 | 0 | 2 | 0 | 0 | 4
CN1OC[C@@H]2CN(C(=O)CCc3ccccc3)[C@H](c3ccc(-n4ccnc4)cc3)C[C@@H]21 | 0 | -3 | 14 | 0 | 4 | -1 | 2 | 2 | / | 3
[O-][n+]1cc(Cl)cc(Cl)c1 | 1 | 6 | 1 | -2 | 2 | 1 | 3 | -1 | / | 2
CC1CCN(c2ccc(C(=O)O)cc2NS(=O)(=O)c2cccc3cccnc23)CC1 | 36* | 22 | 0 | 0 | / | 4 | -2 | 2 | / | 3
C#Cc1ccc([C@@H]2C=C(C(=O)NC3CC3)O[C@H](OCC)[C@H]2CCCO)cc1 | 3 | 4 | -2 | -1 | -1 | 1 | 3 | -3 | -7 | 2
Cc1noc(C)c1S(=O)(=O)N(C)C[C@H]1Oc2ccc(NC(=O)CCC(F)(F)F)cc2C(=O)N([C@H](C)CO)C[C@@H]1C | -8 | 5 | -6 | 1 | -4 | 1 | -3 | 3 | -4 | 3
Cc1c(NC(=O)c2csc3c2CCCC3)c(=O)n(-c2ccccc2)n1C | -2 | 1 | -1 | 0 | -2 | 2 | 1 | -2 | 9 | -2
COc1ccc(CNC(=O)COC(=O)c2cc(C)oc2C)cc1 | 7 | -11 | 1 | -1 | -7 | 2 | 4 | 7 | -5 | 3
COc1cccc(C(=O)NCC(=O)NCc2cc(=O)n(C)c(=O)n2C)c1 | 3 | -1 | 2 | 4 | 1 | -6 | 1 | -2 | 5 | -1
CC(C)c1ccc(-n2nnnc2SCc2nc(N)nc(N)n2)cc1 | 3 | 1 | -1 | 3 | 2 | 2 | -1 | 0 | / | 0
OC1c2cc(Cl)ccc2-c2c(Cl)cc(Cl)cc21 (stereo unspecified) | 5 | -19 | 12 | -9 | 3 | -4 | 1 | 1 | -29 | -4
O=C(N/N=C/c1ccc(Cl)s1)c1ccccc1[N+](=O)[O-] | 3 | 5 | -3 | -7 | 5 | 0 | -2 | -5 | 15 | 3
O=C(NC1=NCCS1)C1CC2CCC1C2 (stereo unspecified) | -1 | -2 | -2 | -6 | 4 | 4 | -6 | 2 | -2 | 5
Cc1ccc(S(=O)(=O)N2CCOCC2)cc1NC(=O)COC(=O)CSc1ccc(Br)cc1C | 10 | -3 | 11 | -3 | 4 | -2 | 5 | 2 | -7 | -19
CC1CCCN(C(=O)CSCC(=O)Nc2nc(-c3cccs3)cs2)C1 (stereo unspecified) | 1 | 2 | 5 | 8 | -1 | 2 | 3 | 3 | -17 | -1
O=S(=O)(Nc1ccc(-n2cnnn2)cc1)c1cccc(F)c1 | 1 | 4 | 0 | 0 | -9 | -3 | 0 | 0 | 4 | -1
Cc1c(N(C)C)c(=O)n(-c2ccccc2)n1C | 2 | -2 | -1 | -1 | 5 | -10 | -2 | -2 | 0 | 2
Cc1ncc([N+](=O)[O-])n1CC(=O)NC1CCCCC1 | -3 | 5 | 2 | 6 | 1 | 3 | 3 | 3 | -4 | -2
O=C(O)c1ccccc1C(=O)Nc1nc(-c2ccc3ccccc3c2)cs1 | 70* | -18 | 1 | -5 | 2 | -1 | 1 | 6 | -16 | -10
CCC(C)NS(=O)(=O)c1ccc(NC(=O)CNCc2cccs2)cc1 (stereo unspecified) | -1 | 2 | 3 | 1 | -9 | -3 | 0 | 0 | -5 | 4
COc1cc(/C=C2\SC(=O)NC2=O)ccc1OCC(=O)N1CCOCC1 | 3 | -6 | -2 | 1 | 7 | -1 | 1 | -2 | -2 | -3
NS(=O)(=O)c1ccc(CCNC(=O)CCCC2=NS(=O)(=O)c3ccccc3N2)cc1 | 3 | -7 | 2 | 0 | 6 | 1 | 1 | -4 | 2 | 4
Nc1nnc(SCC(=O)N2CCN(Cc3ccccc3)CC2)s1 | -1 | -6 | 2 | -2 | -5 | 3 | 7 | 3 | -1 | 6
Cc1ccc(-c2nc(NCc3cccnc3)c3ccccc3n2)cc1 | 0 | -18 | -3 | 7 | 9 | -2 | 4 | 2 | -66 | -10
Oc1[nH]c2ccc(Br)cc2c1N=NC(=S)N1CCOCC1 | 26 | 11 | -16 | -1 | -6 | 4 | -11 | 4 | 14 | 5
O=C(NCc1cccnc1)C1CC(=O)N(c2ccc(F)cc2)C1 (stereo unspecified) | -1 | 1 | 2 | 6 | -4 | 1 | 4 | 2 | 5 | 4
CCN1CCCC1CNC(=O)c1cc(S(=O)(=O)N(C)C)ccc1Cl (stereo unspecified) | 2 | 1 | -1 | 7 | 0 | 7 | -2 | -2 | 0 | -2
CSc1sc(C(=O)N2CCc3ccccc32)cc1S(=O)(=O)C(C)C | -1 | 11 | 3 | -7 | -1 | -1 | -1 | -1 | -2 | -2
Cc1ccc(N/N=C/c2c(O)cc(C)oc2=O)cc1 | 6 | 2 | 0 | -3 | -1 | 3 | -2 | 4 | -2 | 7
CCN(CC)S(=O)(=O)c1ccc(N2CCOCC2)c(NC(=O)C2CCCO2)c1 (stereo unspecified) | -8 | 6 | 2 | -5 | 0 | 1 | -6 | -1 | 3 | 12
Cc1ccc(C(=O)N/C(=C\c2cccnc2)c2nc3ccccc3[nH]2)cc1 | -1 | -4 | -1 | 4 | 0 | 0 | 2 | 4 | -2 | -6
COc1ccc(CC(=O)N2CCOCC2)cc1 | 1 | 12 | 1 | -4 | -6 | 3 | 5 | 10 | 3 | 8
Fc1ccc(-c2nn3c(C4COc5ccccc5O4)nnc3s2)cc1 (stereo unspecified) | -2 | -5 | -2 | 6 | 1 | -4 | 1 | 8 | 1 | -6
COc1ccccc1-c1oc2ccccc2c1C#CC1(N)CCCCC1 | 10 | 15 | 20 | -2 | 4 | -12 | 10 | 1 | -64 | 0
CCc1cc(=O)oc2cc(C)cc(OCC(=O)NCC3CCC(C(=O)O)CC3)c12 (stereo unspecified) | 1 | 9 | 0 | -3 | 3 | -3 | 4 | -2 | 1 | 6
COc1cccc(NC(=O)CN(C)C(=O)c2cc3c(s2)CCCC3)c1 | 1 | -5 | 2 | 0 | -6 | 3 | 1 | -2 | -7 | 0
COc1ccc(NC(=O)CCc2nc(-c3ccc(C)cc3)no2)cc1Cl | 1 | -7 | 12 | -6 | 4 | -17 | 6 | -1 | -12 | -2
CCOC(=O)C1CCN(C2=NC(=O)/C(=C/c3ccccc3OC)S2)CC1 | -3 | 7 | 2 | 1 | 2 | -4 | 0 | 7 | -8 | 1
O=C(Nc1ccc(-c2nc3cc(NC(=O)c4cccs4)ccc3o2)cc1)c1cccs1 | 4 | 0 | 4 | -2 | 2 | 0 | 5 | 3 | 1 | -4
COc1ccc(Br)c(-c2nnc(CS(=O)(=O)c3ccccc3)o2)c1 | 1 | -7 | 9 | -1 | 0 | 1 | -1 | 0 | -4 | -2
N#CC12CCCCC1CC1CCCCC1(C#N)N2N (stereo unspecified) | -2 | -1 | 1 | 1 | 3 | 4 | -3 | -1 | 4 | 13
CCc1cc(=O)[nH]c(SCC(=O)N2CCC(Cc3ccccc3)CC2)n1 | -2 | -1 | 1 | -5 | -2 | -2 | 1 | 5 | -2 | -3
CC1(C(=O)NS(=O)(=O)c2ccccc2)CCN1C(=O)c1ccccc1CCc1ccccc1 (stereo unspecified) | 40* | 2 | 2 | -1 | -9 | -1 | 4 | 2 | / | 2
CCc1c(O)nc(SCC(=O)Nc2ccccc2)n(-c2ccccc2)c1=O | 3 | -5 | 1 | -1 | 0 | -1 | 1 | 18 | 5 | 3
Cc1cnc(C)c(N2CCC(C(=O)NC(C)c3cccs3)CC2)n1 (stereo unspecified) | -6 | -3 | -1 | -2 | 2 | -2 | 2 | -2 | 2 | -1
Cc1onc(-c2c(F)cccc2Cl)c1C(=O)NCCc1ccncc1 | -4 | -4 | 6 | -1 | -4 | -6 | 1 | 3 | 1 | -2
COc1ccc(S(=O)(=O)N2CC(O)CC2C(=O)Nc2cccnc2)cc1 (stereo unspecified) | 1 | -4 | 4 | 0 | 5 | -1 | 9 | 7 | 0 | -7

A draw from above in order of molecular weight, high to low:
SMILES | rCAG RNA binder | mABHD4 FP | UHRF1 MBD2 ctr | GC-A act | TCR-CD3 inh | GC-B act | MBD2 inh | PRMT1 FP inh | HTRA1 inhibitor | SIAE inh
CC1(C(=O)NS(=O)(=O)c2ccccc2)CCN1C(=O)c1ccccc1CCc1ccccc1 (stereo unspecified) | 40* | 2 | 2 | -1 | -9 | -1 | 4 | 2 | / | 2
O=C(Nc1ccc(-c2nc3cc(NC(=O)c4cccs4)ccc3o2)cc1)c1cccs1 | 4 | 0 | 4 | -2 | 2 | 0 | 5 | 3 | 1 | -4
COc1ccc(Br)c(-c2nnc(CS(=O)(=O)c3ccccc3)o2)c1 | 1 | -7 | 9 | -1 | 0 | 1 | -1 | 0 | -4 | -2
CCc1cc(=O)oc2cc(C)cc(OCC(=O)NCC3CCC(C(=O)O)CC3)c12 (stereo unspecified) | 1 | 9 | 0 | -3 | 3 | -3 | 4 | -2 | 1 | 6
CCc1c(O)nc(SCC(=O)Nc2ccccc2)n(-c2ccccc2)c1=O | 3 | -5 | 1 | -1 | 0 | -1 | 1 | 18 | 5 | 3
COc1ccc(S(=O)(=O)N2CC(O)CC2C(=O)Nc2cccnc2)cc1 (stereo unspecified) | 1 | -4 | 4 | 0 | 5 | -1 | 9 | 7 | 0 | -7
CCOC(=O)C1CCN(C2=NC(=O)/C(=C/c3ccccc3OC)S2)CC1 | -3 | 7 | 2 | 1 | 2 | -4 | 0 | 7 | -8 | 1
CCc1cc(=O)[nH]c(SCC(=O)N2CCC(Cc3ccccc3)CC2)n1 | -2 | -1 | 1 | -5 | -2 | -2 | 1 | 5 | -2 | -3
COc1cccc(NC(=O)CN(C)C(=O)c2cc3c(s2)CCCC3)c1 | 1 | -5 | 2 | 0 | -6 | 3 | 1 | -2 | -7 | 0
N#CC12CCCCC1CC1CCCCC1(C#N)N2N (stereo unspecified) | -2 | -1 | 1 | 1 | 3 | 4 | -3 | -1 | 4 | 13
